Compound activity from PubChem BioAssay.
HIF act: HIF pathway transcriptional activation. U2OS HRE-luciferase reporter, luminescence; normalized: DMSO 0%, desferrioxamine 100%. activation, % at 7.5 µM (by protocol). 0.32% of 300,000 active;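 active = mean activation of at least 10% of the iron chelator positive control signal, with at least half of replicates also reaching 10%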
HSF1 inhib: HSF1 inhibition | NIH3T3-HGL HSE-luciferase, MG132-induced, luminescence 8 h; stronger effect = lower value | AID 2098 | 0.77% of 300,000 active | activity change, negative = inhibition, % at 7.5 µM (by protocol);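 active = more than half of replicate wells show activity change below -50%, luminescence cut by over half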;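 note: luciferase reports HSF-1 transcriptional activity via heat shock element; 0% = median of DMSO wells and -100% = zero luminescence signal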
HSF-1 act: increases HSF-1 driven luciferase reporter signal; NIH3T3-HGL HSF-1 luciferase reporter, MG132, 8 h; 100% = twice DMSO control signal; activation, % at 9 µM; 1.7% of 300,000 active;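 active = mean replicate activation of at least 50% with a set share of replicates each reaching 50%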;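 note: 0% = median of the neutral control wells and 100% = twice that signal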
HSP90 refold inh: inhibitors of HSP90 luciferase refolding in rabbit reticulocyte lysate. 0.91% of 290,000 active. luciferase refolding luminescence, 3 h. inhibition, % at 5.6 µM;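 active = inhibition above the screen-wide mean plus 3 SD, computed separately per campaign, cut at about 16% in these data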;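 note: 0% = DMSO wells and 100% = 60 µM geldanamycin wells; inhibitors lower the luminescence because luciferase stays unfolded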
aSyn 5UTR inh: MLPCN primary screen, SNCA 5' untranslated region. AID 1813. alpha-synuclein 5'UTR reporter, inhibitor activity. 0.82% of 300,000 active. inhibition, % (tested at 7.5 µM); in the data active = inhibition above about 60%;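 note: H4 neuroglioblastoma cells stably carrying SNCA 5'UTR luciferase fusion; 0% = DMSO wells and 100% = positive control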
GSK3B inh: human GSK3beta kinase inhibition | P49841 | 0.038% of 300,000 active | AID 2097 | GST-GSK3beta kinase, ADP-Glo luminescence, 60 min; stronger effect = lower value | activity score (negative = inhibition), % at 10 µM;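 active = more than half of replicate wells score below -50%, meaning over 50% inhibition versus plate controls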;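 note: 0% = median DMSO wells and -100% = median GW8510 positive control wells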
Target sequence (P49841 whole entry, looked up): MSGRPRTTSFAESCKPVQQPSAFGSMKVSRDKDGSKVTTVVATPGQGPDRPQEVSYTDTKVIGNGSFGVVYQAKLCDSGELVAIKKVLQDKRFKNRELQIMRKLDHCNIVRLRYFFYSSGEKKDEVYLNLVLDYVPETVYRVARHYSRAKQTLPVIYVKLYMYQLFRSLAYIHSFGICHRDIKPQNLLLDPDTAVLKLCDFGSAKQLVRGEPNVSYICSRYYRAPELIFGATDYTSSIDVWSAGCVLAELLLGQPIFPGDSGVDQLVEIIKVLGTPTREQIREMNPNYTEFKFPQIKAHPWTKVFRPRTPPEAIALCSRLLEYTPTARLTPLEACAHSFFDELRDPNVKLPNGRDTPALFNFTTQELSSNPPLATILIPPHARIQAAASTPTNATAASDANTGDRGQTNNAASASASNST
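test system = GST-tagged human GSK3beta kinase, cell-free | reagent = 25 µM ATP with peptide substrate | dosing = one dose of 10 µM per compound | schedule = 60 min reaction, RT | detection = luminescent ADP-Glo measurement of ADP formed | control set = DMSO neutral wells and GW8510 at 20 µM as positive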
AI-2 QS mod: modulators of Vibrio harveyi AI-2 quorum sensing system; Vibrio harveyi JMH597 AI-2 luminescence/OD600 ratio, 9 h; stronger effect = lower value; strain lacks LuxN and CqsS sensors; 0 = neutral-control median; activity change, % at 7.5 µM; AID 2094; 0.4% of 300,000 active; in the data active = activity change below about -75%, passing the limit was not always enough;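 note: luminescence divided by OD600 gain over 9 h not by final OD600 alone; inactives centre near 13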
KLF5 inhibitor: inhibitors of KLF5 expression | DLD-1 KLF5 promoter-luciferase reporter, luminescence | inhibition, % at 5 µM | 0.23% of 290,000 active | AID 1700;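 active = inhibition above a per-plate limit of that plate's mean compound inhibition plus 3 SD, cut at about 60% in these data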;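 note: 0% = DMSO wells and 100% = LY294002 at 200 µM; higher means less KLF5 promoter-driven luciferase light; inactives centre near -14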
GSK3A inh: blocks human GSK-3 alpha kinase; 0.1% of 320,000 active; ADP-Glo luminescence, 60 min; inhibition, % at 10 µM; P49840; AID 2650;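 in the data active = inhibition above about 50%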;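 note: GST-tagged GSK-3 alpha with peptide substrate and 25 µM ATP; 0% = DMSO neutral wells and 100% = GW8510 positive control wells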
Target sequence (P49840 whole entry, looked up): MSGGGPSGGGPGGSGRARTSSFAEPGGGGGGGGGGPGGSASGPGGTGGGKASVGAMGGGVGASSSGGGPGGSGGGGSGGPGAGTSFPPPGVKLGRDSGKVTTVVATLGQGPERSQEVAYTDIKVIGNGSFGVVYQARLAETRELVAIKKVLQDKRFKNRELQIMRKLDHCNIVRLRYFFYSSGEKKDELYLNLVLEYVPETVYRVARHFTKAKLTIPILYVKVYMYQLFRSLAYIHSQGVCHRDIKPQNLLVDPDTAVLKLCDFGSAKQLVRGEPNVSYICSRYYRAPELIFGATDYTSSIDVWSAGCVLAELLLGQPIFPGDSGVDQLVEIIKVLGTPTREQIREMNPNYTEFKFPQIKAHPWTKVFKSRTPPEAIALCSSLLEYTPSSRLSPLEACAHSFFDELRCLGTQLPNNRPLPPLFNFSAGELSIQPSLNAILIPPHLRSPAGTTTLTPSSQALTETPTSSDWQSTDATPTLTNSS
IEC-6 cytotox: counter-screen for KLF5 inhibitors: cytotoxicity in IEC-6 cells | IEC-6 cytotoxicity, luminescence viability | 0.78% of 290,000 active | inhibition, % at 5 µM | AID 1825; in the data active = inhibition above about 22%;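 note: 0% = plate median of test compound wells and 100% = cytotoxic reference compound wells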
Active calls of the source: *; . = no result given. Rows were taken by chance. Share with any hit: about 4.7%.

SMILES	HIF act	HSF1 inhib	HSF-1 act	HSP90 refold inh	aSyn 5UTR inh	GSK3B inh	AI-2 QS mod	KLF5 inhibitor	GSK3A inh	IEC-6 cytotox
O=C(N/N=C/c1c[nH]c2ccccc12)c1cccs1	2.3	52	34	1	-127	-4	11	-135	3	6
COCCN(C(=O)CNC(=O)c1ccco1)C(C(=O)NC1CCCCC1)c1cccc(OC)c1 (stereo unspecified)	0.4	0	1	1	-7	0	26	-36	1	-3
Cc1ccc(C(=O)NC(=S)N2CCN(C)CC2)cc1	0.4	-3	-3	5	-22	.	.	-2	-2	6
O=S1(=O)CCN2C(c3ccco3)=CSC2=N1	0.0	-3	3	0	1	-2	7	-7	-1	2
O=C(NNC(=O)C1CC1)c1cccc([N+](=O)[O-])c1	.	.	.	3	.	2	41	-2	.	3
CCCn1c(=O)c2c(C(=O)OCC)cc(-c3ccco3)nc2n(CCC)c1=O	0.1	-9	2	1	43	0	29	-6	.	-4
COc1ccc(/C=N/NC(=O)c2ccccc2O)cc1CSc1ccccn1	197*	2	15	-5	-2	2	12	-23	-2	-3
CN(C(=O)c1ccncc1)c1nnc(-c2ccncc2)s1	0.2	-1	10	5	7	-2	14	17	2	2
Cc1noc(C)c1COc1cccc(C(=O)Nc2cccnc2)c1	0.0	-2	0	0	25	-1	-5	-35	0	2
CCOc1ccc(NCc2cccn2-c2nnc(N3CCC(C(=O)NCCCN4CCCCC4CC)CC3)s2)cc1 (stereo unspecified)	-0.4	-5	-5	-2	-36	-7	7	-15	3	6
O=C(O)c1ccccc1C(=O)NCc1ccc2c(c1)OCO2	-0.1	3	17	-2	3	-1	32	-10	-1	4
O=C(CN1CCN(C(c2ccccc2)c2ccccc2)CC1)NCc1ccccc1	1.6	4	-12	0	0	-1	9	-6	0	0
COCCNC(=S)Nc1ccc([N+](=O)[O-])cc1C	0.7	0	-1	-3	1	3	16	-9	-1	-8
CC(=O)c1c(C)[nH]c(C(=O)Nc2ccccn2)c1C	0.5	14	22	5	-80	-1	19	-89	1	-5
COc1cc(C)c(/C=C/C(C)=C/C=C/C(C)=C/C(=O)O)c(C)c1C	-0.5	-6	-15	.	-8	3	8	.	-3	.
CN(C(=O)COC(=O)/C=C/c1ccc(F)cc1)c1c(N)n(Cc2ccccc2)c(=O)[nH]c1=O	0.1	-2	2	.	-15	-1	19	.	-1	.
Cc1cccn2c(=O)c(/C=C(\C#N)S(=O)(=O)c3ccccc3)c(N3CCN(C)CC3)nc12	-0.3	-11	-30	3	4	2	-3	-8	1	-1
Cc1cccc(C(=O)NC2CC3CCCC(C2)N3C(=O)Nc2ccccc2)c1 (stereo unspecified)	-0.9	6	-4	-1	20	-2	22	9	-1	-4
CC1(c2ccccc2)CC(C)(C)N2C(=O)Cc3cccc1c32 (stereo unspecified)	-0.7	20	29	-4	-9	2	5	-46	-3	-1
O=C(CCc1ccccc1)NN1C(=O)C2C3C=CC(O3)C2C1=O (stereo unspecified)	0.6	-4	-5	-4	15	0	-23	-40	0	-2

In the list so far, these contain four or more nitrogen atoms.
SMILES	HIF act	HSF1 inhib	HSF-1 act	HSP90 refold inh	aSyn 5UTR inh	GSK3B inh	AI-2 QS mod	KLF5 inhibitor	GSK3A inh	IEC-6 cytotox
CN(C(=O)c1ccncc1)c1nnc(-c2ccncc2)s1	0.2	-1	10	5	7	-2	14	17	2	2
CCOc1ccc(NCc2cccn2-c2nnc(N3CCC(C(=O)NCCCN4CCCCC4CC)CC3)s2)cc1 (stereo unspecified)	-0.4	-5	-5	-2	-36	-7	7	-15	3	6
CN(C(=O)COC(=O)/C=C/c1ccc(F)cc1)c1c(N)n(Cc2ccccc2)c(=O)[nH]c1=O	0.1	-2	2	.	-15	-1	19	.	-1	.
Cc1cccn2c(=O)c(/C=C(\C#N)S(=O)(=O)c3ccccc3)c(N3CCN(C)CC3)nc12	-0.3	-11	-30	3	4	2	-3	-8	1	-1

The listing continues.
SMILES	HIF act	HSF1 inhib	HSF-1 act	HSP90 refold inh	aSyn 5UTR inh	GSK3B inh	AI-2 QS mod	KLF5 inhibitor	GSK3A inh	IEC-6 cytotox
COC(=O)c1cn(C)c2ccc(S(=O)(=O)N3CCCCC3)cc2c1=O	90*	-2	-18	-1	2	1	21	-5	.	-6
Cc1nnc(NC(=O)c2ccc(Br)cc2)s1	-5.0	-1	37	1	-96	-2	21	-38	-2	-1
CCCCCc1ccc(-c2ccc(OCC)cc2)nc1	2.3	9	34	1	80*	1	0	-31	-3	-5
O=C(N/N=C/c1ccc(Cl)cc1)c1cc2c(s1)-c1ccccc1CC2	-0.1	-5	-7	0	40	-2	8	17	2	-1
CC(C)(C)c1ccc(CN2C(=O)CSC2=O)cc1	-0.5	-6	-8	3	8	1	0	14	-3	2
COC(=O)CCCCC1SCC2NC(=O)NC21O (stereo unspecified)	0.0	-6	2	2	-23	-3	9	-36	0	-7
COc1ccc(/C=N/Nc2cc(C)nc3c(C)cccc23)cc1	1.8	10	32	2	-81	2	1	-13	-2	0
N#CC1(C#N)C2=C(CCCC2)NC(c2ccccc2)C1(C#N)C#N (stereo unspecified)	-0.1	-3	0	-1	-7	0	24	-8	6	-3
O=C(CCC1CCCN(C(=O)c2ccc3[nH]ccc3c2)C1)N1CCN(c2ccccn2)CC1 (stereo unspecified)	-0.6	0	1	1	-14	0	33	12	3	-3
NC(=O)c1c(NC(=O)c2cccc(N3C(=O)CCC3=O)c2)sc2c1CCCCC2	-0.5	11	-9	-3	45	0	-1	5	0	8
CCc1nnc(NC(=O)c2cc(S(=O)(=O)N3CCN(c4ccccc4)CC3)ccc2Cl)s1	-2.2	-3	3	2	4	-1	21	7	-2	-1
O=C1NC2=C(C(=O)CCC2)C(c2ccccc2)N1 (stereo unspecified)	-0.3	1	1	-1	-6	3	-3	-17	1	1
CC(=O)N1CCC(C(=O)N2CCN(S(=O)(=O)c3ccc(Cl)s3)CC2)CC1	0.0	-14	-18	-2	8	1	15	-35	-1	-1
COc1ccc(Nc2nc(N)nc(CSC(=S)N3CCCCC3)n2)cc1	0.7	10	14	-5	-62	-1	11	-87	.	9
Cc1nnsc1SC(C)C(=O)O (stereo unspecified)	-0.3	-6	14	0	-10	3	-3	5	0	4
Cc1cccc(NC(=O)COC(=O)c2ccc3c(c2)OCO3)c1C	0.3	3	7	0	-4	1	-9	-25	-1	5
Cc1cc(C)cc(N(CCC#N)C(=O)COC(=O)c2ccc(OCc3c(C)noc3C)cc2)c1	0.2	3	0	.	-15	0	22	.	-2	.
CCC(C)(C)n1nnnc1CN1CCC(c2nc3ccc(C)cc3[nH]2)CC1	-0.4	5	5	-1	22	3	18	-44	-1	11
CCNC(=S)SCCOc1ccc(C)cc1	0.4	-2	6	7	-8	2	-3	-3	-1	0
CCOc1cc(/C=N/NC(=O)c2nn(C)cc2Br)ccc1OCc1ccccc1	0.1	-6	-17	1	0	2	33	-10	-2	-4
CCOC(=O)C1CCN(C(=O)c2n[nH]c(=O)c3ccccc23)CC1	-1.5	-3	6	-1	-3	1	17	-11	1	3
CC1(C)CC(NS(=O)(=O)c2ccc(S(=O)(=O)N3CCOCC3)cc2)CCO1 (stereo unspecified)	-0.1	2	4	1	6	-5	3	-16	2	2
CCOC(=O)CSc1n[nH]c(-c2ccco2)n1	-0.1	-3	-7	1	15	4	28	-32	2	2
Cc1cc(NC(=O)C2CCN(S(=O)(=O)c3cnc[nH]3)CC2)ccc1Br	-0.5	7	-4	5	3	-1	11	-5	1	5
O=C(O)C1C2C=CC(O2)C1C(=O)NCCCn1ccnc1 (stereo unspecified)	-0.1	-2	-4	1	5	2	21	2	6	2
COC(=O)c1ccc(C2c3c(n[nH]c3C)C(=O)N2c2ccc(C)cc2)cc1 (stereo unspecified)	0.1	7	14	2	33	1	9	-2	-3	-4
C/C(=N\Nc1ccc([N+](=O)[O-])cc1[N+](=O)[O-])c1cccnc1	-1.9	18	20	-2	-29	-1	25	-50	-4	1
Cc1cc2[nH]c(=O)c(=O)[nH]c2cc1S(=O)(=O)N(C)C1CCCCC1	-0.3	-7	7	-2	2	-1	13	5	-2	3
CC1CCN(C(=O)c2ccccc2NC(=O)Nc2ccccc2)CC1	0.6	3	-10	2	-10	0	0	-8	-1	10
Cc1ccc(NC(=O)CCNS(=O)(=O)c2cc(Br)cnc2N)cc1Cl	0.1	7	-2	1	20	2	12	6	-1	2
O=C1CC2(CCOCC2)Oc2ccc3ccccc3c21	-0.1	-1	-12	.	-3	-5	10	.	-1	.
O=C1CCCN1CCCNS(=O)(=O)c1ccc(F)cc1F	-0.3	-7	6	-1	0	3	12	7	1	-2
Cc1cc(C)cc(OCC(=O)N(Cc2ccccc2)C2CCS(=O)(=O)C2)c1 (stereo unspecified)	0.1	0	-1	-4	18	1	27	-12	-2	2
C[n+]1cc[nH]c1SCC(=O)c1ccc(Cl)cc1	0.5	9	38	0	-45	4	5	-21	-1	2
CC(OC(=O)c1ccc(Cl)c(S(N)(=O)=O)c1)C(=O)NCc1ccc2c(c1)OCO2 (stereo unspecified)	-1.2	0	3	.	3	1	4	.	-3	.
CCOC(=O)c1c(C)nc(-c2ccccc2)nc1NC(=O)C(C)C	1.4	11	27	-1	-84	1	15	-20	1	-6
CSCC[C@H](NC(=O)OC(C)(C)C)C(=O)NCC1CCC(C(=O)O)CC1 (stereo partly specified)	-0.5	-1	28	3	5	-1	-3	-1	-2	-1
COC(=O)C1=CN(C2CCCCC2)C=C(C(=O)OC)C1c1ccc2c(c1)OCO2	0.0	.	.	2	45	1	10	-53	1	-6
Cc1ccccc1NC(=O)C1CCN(C(=O)NC2CCCCC2)CC1	-0.5	-2	-12	5	-10	3	20	-4	-2	4
Cc1ccc(CN2CCNC(=O)C2CC(=O)N(C)C2CCOCC2)cc1 (stereo unspecified)	-0.7	-8	4	2	6	0	2	-18	-1	2
CCOc1cc(/C=N/NC(=O)CN2CCCCC2)ccc1O	-0.8	0	1	-2	2	3	4	-8	-2	4
Nc1c(-c2ccccc2)cnn1-c1ccccc1	2.2	9	2	0	-110	-4	24	-88	8	8
O=C(NCCCn1ccnc1)C(=O)NCC1OCCN1S(=O)(=O)c1ccc(F)cc1 (stereo unspecified)	0.0	-7	5	-1	10	-1	40	13	-1	-11
O=C(CN1CCN(Cc2ccc(Cl)cc2)C1=O)NCc1cccs1	0.0	-1	-2	0	4	4	11	-18	.	-3
COc1ccc(N2CCN(CCOc3ccc4c(C)cc(=O)oc4c3)CC2)cc1	3.7	3	6	0	17	-3	15	-5	-1	2
CCOC(=O)c1cc(C#N)c(N2CCOCC2)nc1-c1ccccc1	-0.3	-6	-8	6	-3	2	29	-23	3	-1
CCOc1ccc2nc(N3CCC(C(=O)N4CCN(c5ccccn5)CC4)CC3)sc2c1	0.9	2	-1	4	-38	-3	34	7	9	-1
COc1ccc(Nc2nc3ccc(OC)cc3s2)cc1	2.3	19	21	-5	-120	6	-59	-101	-1	-5
O=c1c(C(c2ccc(O)cc2)c2c(O)nc3n(c2=O)CCS3)c(O)nc2n1CCS2	-0.2	-4	-12	2	4	4	18	-25	-3	-12
